Assay outcomes (PubChem)
KCNK3 inh: human KCNK3 channel inhibitors, primary screen, CHO cells, FluxOR thallium flux, B-score; FluxOR fluorescence; hits give low values; B-score at 10 µM; 340,000 compounds, 0.84% hits;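 active = B-score under library mean minus 4 SD, starting fluorescence ratio at most library mean plus 5 SD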;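 note: more negative B-score means stronger inhibition of thallium flux through KCNK3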
Target sequence (O14649 whole entry, looked up): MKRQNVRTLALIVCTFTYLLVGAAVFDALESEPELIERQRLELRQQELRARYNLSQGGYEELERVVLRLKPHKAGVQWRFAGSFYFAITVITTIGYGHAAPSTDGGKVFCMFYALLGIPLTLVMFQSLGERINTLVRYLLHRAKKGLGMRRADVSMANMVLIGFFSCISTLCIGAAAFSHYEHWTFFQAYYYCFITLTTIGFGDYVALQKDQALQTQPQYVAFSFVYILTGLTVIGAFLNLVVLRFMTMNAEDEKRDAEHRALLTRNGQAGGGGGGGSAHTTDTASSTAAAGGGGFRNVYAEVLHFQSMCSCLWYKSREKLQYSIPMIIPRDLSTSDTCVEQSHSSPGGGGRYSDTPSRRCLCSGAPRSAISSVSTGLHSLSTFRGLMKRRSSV
RGS4 inh: RGS4 inhibitors, primary screen, cell-based, HEK293 M3R inducible RGS4, calcium flux. Fluo-4 calcium flux; hits give high values; triggered by carbachol at its EC20. B-score at 10 µM. 310,000 compounds, 0.45% hits. AID 463165, 2010;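 active = B-score, a plate-corrected calcium signal, over three deviations above library mean, with baseline fluorescence within five deviations of library mean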;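 note: RGS4 expression induced by doxycycline in cells with stable M3 receptor; B-score is computed from the integrated fluorescence ratio over baseline after carbachol; higher B-score means a larger calcium signal and so more RGS4 inhibition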
RGS4 act: RGS4 potentiators or activators, primary screen, cell-based, HEK293 M3R inducible RGS4, calcium flux | carbachol calcium flux Fluo4; hits give low values | B-score at 10 µM | 310,000 compounds, 0.92% hits | AID 463111, 2010;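 active = B-score of the integrated calcium signal more than 4 SD below the library mean, with starting fluorescence not abnormally high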;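 note: negative B-score means reduced calcium response which marks RGS4 activation or potentiation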
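test system = M3R-expressing HEK293 line, RGS4 induced by doxycycline | probe or stimulus = carbachol at ECmax as muscarinic agonist stimulus | timing = dye loading 30 min 37 °C, buffer rest 30 min RT | signal = calcium dye Fluo4 fluorescence | evaluation = B score from integrated fluorescence ratio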
KCNQ1 block: inhibitors of human KCNQ1 channel, primary screen, cell-based, thallium flux, high-throughput; Potassium voltage-gated channel subfamily KQT member 1 (Homo sapiens), P51787; CHO-K1 KCNQ1, FluxOR thallium flux fluorescence; hits give high values; B-score at 10 µM; 310,000 compounds, 1.3% hits;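 active = compounds whose thallium flux B-score, printed positive for inhibition, exceeds three library SD while starting fluorescence stays within three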;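 note: channel opened by potassium depolarization with thallium stimulus after 20 min compound exposure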
hERG rescue: hERG rescue from dofetilide block, primary screen, cell-based, CHO-hERG, FluxOR thallium flux, dofetilide IC70. AID 1511, 2009. activation (rescue from dofetilide block), less the hit threshold, % at 10 µM. 310,000 compounds, 0.51% hits. dofetilide IC70 present. Voltage-gated inwardly rectifying potassium channel KCNH2 (Homo sapiens), Q12809;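 active = activation above the mean of controls blocked by dofetilide plus 5 SD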;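 note: thallium influx through hERG after potassium depolarization seen as dye fluorescence rise; in these data hits start at about 4.7%; inactives centre near -7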
KCNK9 inh: KCNK9 potassium channel inhibitors, primary screen, HEK293 cells, thallium flux; Potassium channel subfamily K member 9 (Homo sapiens), Q9NPC2; FluxOR thallium flux fluorescence; hits give low values; B-score at 10 µM; 310,000 compounds, 1.2% hits;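 active = ratio B-score over 3 SD below the library mean, with starting fluorescence within 5 SD of its mean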;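 note: negative B-score means less thallium flux so channel inhibition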
Target sequence (Q9NPC2 whole entry, looked up): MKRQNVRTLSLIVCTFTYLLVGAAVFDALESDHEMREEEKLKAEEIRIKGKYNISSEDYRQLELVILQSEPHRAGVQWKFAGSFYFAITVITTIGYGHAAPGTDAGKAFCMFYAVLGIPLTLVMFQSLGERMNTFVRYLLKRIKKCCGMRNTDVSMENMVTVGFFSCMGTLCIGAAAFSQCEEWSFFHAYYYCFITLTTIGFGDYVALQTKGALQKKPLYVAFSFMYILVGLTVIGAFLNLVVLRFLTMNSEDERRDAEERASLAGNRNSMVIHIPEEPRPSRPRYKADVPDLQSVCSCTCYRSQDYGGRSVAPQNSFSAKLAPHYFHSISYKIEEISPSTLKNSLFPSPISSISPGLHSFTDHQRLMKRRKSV
MrgX1 ag: agonists of human MrgX1 receptor, primary screen, HEK293 cells, Fluo-4 calcium flux; 310,000 compounds, 0.44% hits; Fluo-4 calcium fluorescence, agonist mode; hits give high values; AID 588627, 2011; B-score at 10 µM;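 active = calcium response B-score plate-corrected fluorescence ratio at least 3 library SD, with starting fluorescence B-score inside 5 SD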
Target sequence (Q96LB2 whole entry, looked up): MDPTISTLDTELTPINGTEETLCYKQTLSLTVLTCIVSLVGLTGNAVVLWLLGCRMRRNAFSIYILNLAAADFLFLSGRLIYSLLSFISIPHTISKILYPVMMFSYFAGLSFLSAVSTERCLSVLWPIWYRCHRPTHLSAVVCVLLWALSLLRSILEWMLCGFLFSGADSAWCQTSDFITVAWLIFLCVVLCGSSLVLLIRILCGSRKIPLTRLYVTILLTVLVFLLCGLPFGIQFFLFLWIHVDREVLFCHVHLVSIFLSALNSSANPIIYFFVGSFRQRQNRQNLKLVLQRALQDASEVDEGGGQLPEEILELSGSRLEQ
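System: HEK293 cells stably expressing human MrgX1 receptor; Dosing: test compound in the initial addition of three; Schedule: overnight plating, then 30 min 37 °C plus 30 min room-temperature dye loading; Detection: kinetic calcium dye fluorescence, Fluo-4 NW; Controls: per-plate positive and negative controls for Z′ factor.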
TMEM16A act: TMEM16A chloride channel activators or potentiators, primary screen, cell-based, HTS. Anoctamin-1 (Mus musculus), Q8BHY3. HEK293 TMEM16A/YFP-H148Q/I152L, iodide quench fluorescence; hits give low values. B-score at 10 µM. 340,000 compounds, 0.3% hits;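 active = fluorescence-ratio B-score plate-corrected deviation score at least 3 library SD below zero, with starting fluorescence score within 5 deviations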;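 note: channel opened by trigger with iodide after compound preincubation; score built on the fluorescence ratio of max minus min over baseline; more negative score means more quench and so TMEM16A activation or potentiation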
MrgX1 PAM: positive allosteric modulators of MrgX1, primary screen, HEK293 cells, Fluo-4 calcium flux. FDSS; hits give high values. B-score at 10 µM. 310,000 compounds, 0.63% hits. AID 588675, 2011;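 active = plate-corrected calcium response at least 3 library SD above typical, normal starting fluorescence, not activating the receptor alone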;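 note: compound read alongside a low EC10 to EC30 dose of BAM8-22 agonist; peak minus trough fluorescence over baseline measured at the second addition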
KCNQ1 act: potentiators or activators of KCNQ1 channel, primary screen, cell-based, thallium flux, high-throughput | CHO-K1 KCNQ1, thallium flux FluxOR fluorescence; hits give high values | B-score at 10 µM | 310,000 compounds, 0.35% hits;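 active = fluorescence ratio B-score, a plate-corrected score, at least three library SD, with initial intensity B-score within 5 SD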
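Material: CHO-K1 cells stably expressing KCNQ1. Medium: assay buffer for compound exposure, DMSO matched across wells. Reagent: K+/Tl+ depolarizing stimulus. Compound dosing: single-concentration screen. Times: 37 °C overnight plating, 90-min dark dye load, 20-min compound pretreatment. Technique: FluxOR Tl+ flux fluorescence.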
TMEM16A inh: TMEM16A chloride channel inhibitors, primary screen, cell-based, HTS. HEK293 TMEM16A/YFP iodide influx fluorescence, ionomycin. normalized B-score (activity score, 25-100; higher = stronger inhibition) at 10 µM. 310,000 compounds, 1.2% hits. Anoctamin-1 (Mus musculus), Q8BHY3;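 active = ratio plate-corrected score three or more library SD toward inhibition, starting fluorescence score within five deviations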;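 note: score derived from kinetic fluorescence span divided by baseline fluorescence per well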
The depositor's hits bear a star; i = inactive; · = not tested or not shown.

SMILES	KCNK3 inh	RGS4 inh	RGS4 act	KCNQ1 block	hERG rescue	KCNK9 inh	MrgX1 ag	TMEM16A act	MrgX1 PAM	KCNQ1 act	TMEM16A inh
Cc1cc(=O)n2[nH]c(-c3ccsc3-n3c(C)ccc3C)cc2n1	i	i	i	i	-2	i	i	i	i	i	i
CC(=O)c1c(C)[nH]c(C(=O)COC(=O)CCCOc2ccccc2)c1C	i	i	i	i	-10	i	i	i	i	i	i
CCNC(=S)N1CCN(S(=O)(=O)/C=C/c2ccccc2)CC1	i	i	i	i	-5	i	i	i	i	i	i
Cc1ccc(-n2c(C)cc(C(=O)COc3cccnc3[N+](=O)[O-])c2C)cc1	i	i	i	i	-5	i	i	i	i	i	i
O=C(Nc1cccnc1Oc1ccc(Cl)cc1)c1cccc2ccccc12	i	i	i	i	-9	i	i	i	i	i	i
O=C(Oc1ccccc1[N+](=O)[O-])c1cccnc1	i	i	i	i	-1	i	i	i	i	i	i
C/C(=C\C(=O)c1ccc(Cl)s1)N(C)C	i	i	i	i	-1	i	i	i	9.2*	i	i
Cc1cccc(-c2noc(CN(C(C)C)S(=O)(=O)c3ccc(F)cc3)n2)c1	i	i	i	i	-10	i	i	i	i	i	i
COC(=O)C1(C(O)C(=O)c2ccc(C)cc2C)CCCCC1 (centres undefined)	i	i	i	i	-5	i	i	i	i	i	i
Cc1c(C(=O)Nc2ccccc2Cl)oc2ccc(S(=O)(=O)N3CCC4(CC3)OCCO4)cc12	i	i	i	i	-18	i	i	i	i	i	i
Clc1cccc(-c2nnc(SCc3nc4ccccc4[nH]3)n2Cc2ccco2)c1	i	i	i	i	-21	i	i	i	i	i	i
NC(=O)c1ccc(NCC2COc3ccccc3O2)c([N+](=O)[O-])c1 (centres undefined)	i	i	i	i	-10	i	i	i	i	i	i
CCNc1nc(NCC)n2c(SCc3nc4ccccc4c(=O)[nH]3)nnc2n1	i	i	i	i	-3	i	i	i	i	i	i
COCCc1nc2ccc(C(=O)N(C)Cc3cccc(-n4cccn4)c3)cc2o1	i	i	i	i	-4	i	i	i	i	i	i
Cc1cc(C)cc(Oc2ncnc3c2ncn3Cc2c(Cl)cccc2Cl)c1	i	i	i	i	1	i	i	i	i	i	i
Cn1c(Cn2cnc([N+](=O)[O-])n2)nnc1SCC(=O)Nc1ccccc1	i	i	i	i	-7	i	i	i	i	i	i
COc1cc(C(=O)Nc2ccccc2C2COC(=O)C2=N)cc(OC)c1OC (centres undefined)	i	i	i	i	-8	i	i	i	i	i	i
CCOc1ccc2[nH]cc(S(=O)(=O)c3ccc(F)cc3)c(=O)c2c1	i	i	i	i	-10	i	i	i	i	i	i
OCCSc1ncnc2c1oc1ccccc12	i	i	i	i	-5	i	i	i	i	i	i
N#C/C(=N\Nc1cccc(C(F)(F)F)c1)C(=O)c1csc(-c2cccnc2)n1	-9.4*	i	i	7*	-32	i	i	i	i	i	100*
Nc1cc(N)cc(-c2nc3ccccc3o2)c1	i	i	i	i	-1	i	i	i	i	i	i
O=C(CNc1cccc(Cl)c1)NNC(=S)NCc1ccccc1	i	i	i	i	-9	i	i	i	i	i	i
O=C(c1cc2sccc2n1Cc1ccc(F)cc1)N1CCCc2ccccc21	i	i	i	i	-8	-10*	i	i	i	i	i
CNC(=S)N(CCN(C)C)Cc1cc2cc3c(cc2[nH]c1=O)OCO3	i	i	i	i	-5	i	i	i	i	i	i
CCOc1ccc2c(c1)C(C)=CC(C)(C)N2S(=O)(=O)c1ccc(NC(C)=O)cc1	i	i	i	i	-9	i	i	i	i	i	i

The list goes on, overlapping the part above by 2 compounds.
SMILES	KCNK3 inh	RGS4 inh	RGS4 act	KCNQ1 block	hERG rescue	KCNK9 inh	MrgX1 ag	TMEM16A act	MrgX1 PAM	KCNQ1 act	TMEM16A inh
CNC(=S)N(CCN(C)C)Cc1cc2cc3c(cc2[nH]c1=O)OCO3	i	i	i	i	-5	i	i	i	i	i	i
CCOc1ccc2c(c1)C(C)=CC(C)(C)N2S(=O)(=O)c1ccc(NC(C)=O)cc1	i	i	i	i	-9	i	i	i	i	i	i
CCn1cc(CCCC(=O)NCc2ccccc2OC)c2ccccc21	i	i	i	i	-3	i	i	i	i	i	i
COc1ccccc1N(Cc1cc(=O)[nH]c2ccccc12)C(=O)c1ccccc1	i	i	i	i	-20	i	i	i	i	i	i
O=C(c1ccccc1NS(=O)(=O)c1ccc(F)cc1)N1CCCC1	i	i	i	i	-8	i	i	i	i	i	i
CCOC(=O)c1cc(-c2ccc(C)cc2)n(CCC(=O)NCCN(C)C)c1C	i	i	i	i	-9	i	i	i	i	i	i
COc1ccc(C(C)C)cc1S(=O)(=O)N1CCC(C(=O)NCC2CCCO2)CC1 (centres undefined)	i	i	i	i	-9	i	i	i	i	i	i
CC(=O)c1cc(-c2ccccc2)n(CC(=O)N2CCC(C)CC2)c1C	i	i	i	i	-10	i	i	i	i	i	i
O=C(Nc1ccc(Oc2ccc(S(=O)(=O)N3CCOCC3)cn2)cc1)c1ccco1	i	i	i	i	-14	i	i	i	i	i	i
Cc1ccc(S(=O)(=O)N2CCOCC2)cc1C(=O)N(Cc1nnc(-c2ccccc2Cl)o1)C1CC1	i	i	i	i	-14	i	i	i	i	i	i
Cc1cc2occ(CC(=O)NC3CCCc4ccccc43)c2cc1C (centres undefined)	i	i	i	i	-11	i	i	i	i	i	i
COc1cccc(C2CC(=O)N3CN(c4ccccc4F)CSC3=C2C#N)c1 (centres undefined)	i	i	i	i	-14	i	i	i	i	i	i
CC1=NN(C(C#N)c2cccc([N+](=O)[O-])c2)C(C)(C)C1 (centres undefined)	i	i	i	i	-1	i	i	i	i	i	i
C/C(=C\c1ccc(C(=O)O)cc1)c1ccc2c(c1)C(C)(C)CCC2(C)C	i	·	·	·	·	·	i	i	i	·	i
O=C(Nc1ccncc1)Nc1cccc(Cl)c1	i	i	i	7*	-23	i	i	i	i	i	i
Cc1ccc(CSc2nc3ccccc3c(=O)n2C)cc1	i	i	i	i	-6	i	i	i	i	i	i
COc1ccc(OC)c(NC(=O)c2cccc(S(=O)(=O)N(Cc3ccccc3)c3ccccc3OC)c2)c1	i	i	i	i	-3	i	i	i	i	i	i
C[C@@H]1CCC(=O)N(C[C@@H](C)CC#N)CC1	i	i	i	i	0	i	i	i	i	i	i
CC(=O)Nc1ccc(/C=N/Nc2nc3ccccc3s2)cc1	i	i	i	i	-9	i	·	i	·	i	·
O=C(O)C[C@H]1c2ccccc2S(=O)(=O)N1C1CCCCC1	i	i	i	i	2	i	i	i	i	i	i
Cc1ccsc1CNC1CCCCC1	i	i	i	i	-7	i	i	i	i	i	i
Cc1cccc(NC(=O)CC2CCC2)c1	i	i	i	i	-7	i	i	i	i	i	i
O=C(Nc1ncn[nH]1)c1ccc(S(=O)(=O)N2CCOCC2)cc1	i	i	i	i	-9	i	i	i	i	i	i
Nc1nc(CN2CCC(Cc3ccccc3)CC2)nc(Nc2ccccc2)n1	i	i	i	i	-16	i	i	i	i	i	i
CC(C)C(c1nnnn1C1CCCC1)N(C)C1CCCCC1 (centres undefined)	i	i	i	i	-6	i	i	i	i	i	i
COc1ccc(-c2nc3n(c(=O)c2C#N)CCS3)cc1OC	i	i	i	i	-9	i	i	i	i	i	i
CSc1ccccc1C(=O)NCc1ccccc1	i	i	i	i	-6	i	i	i	i	i	i
Additional records
SMILES	KCNK3 inh	RGS4 inh	RGS4 act	KCNQ1 block	hERG rescue	KCNK9 inh	MrgX1 ag	TMEM16A act	MrgX1 PAM	KCNQ1 act	TMEM16A inh
CCOc1ccc(N=C2SCCCN2C(=O)c2c(CC)noc2C)cc1	i	i	i	i	-7	i	i	i	i	i	i
O=[N+]([O-])c1ccc(-n2nnnc2-c2ccccc2)cc1	i	i	i	i	-12	i	i	i	i	i	i
Cc1nnc(SCc2cn3ccsc3n2)n(N)c1=O	i	i	i	i	-11	i	i	i	i	i	i
CCC1Nc2ncnc(N3CCN(c4ccccc4)CC3)c2N(Cc2ccc(OC)cc2)C1=O (centres undefined)	i	i	i	i	-14	i	i	i	i	i	i
c1ccc(C(c2nnnn2Cc2ccco2)N2CCN(c3nc4ccccc4s3)CC2)cc1 (centres undefined)	i	i	i	i	-11	-8.2*	i	i	i	i	i
O=C(NCc1ccco1)c1cc(-c2ccco2)on1	i	i	i	i	-10	i	i	i	i	i	i
Cc1ccccc1OCCCCCNCCO	i	i	i	i	-10	i	·	i	·	i	·
COc1ccccc1N(CC(=O)N/N=C/c1ccccc1C(=O)O)S(C)(=O)=O	i	i	i	i	-4	i	i	i	i	i	i
COC(=O)C1(NC(=O)NC23CC4CC(CC(C4)C2)C3)CCCCC1	i	i	i	i	-12	i	i	i	i	i	i
O=C(CN(Cc1ccccc1Cl)C(=O)Cn1nnc(-c2cccs2)n1)NCC1CCCO1 (centres undefined)	i	i	i	i	-11	i	i	i	i	i	i
COC(=O)c1c(CSc2ccc(C)c(C)c2)noc1C(=O)NCc1ccc(OC)cc1	i	i	i	i	-9	i	i	i	i	i	i
COc1ccc(C(=O)OCC(N)=O)cc1[N+](=O)[O-]	i	i	i	i	-5	i	i	i	i	i	i
Cc1cc(=O)oc2ccc(OCC(=O)N3CCC(C)CC3)cc12	i	i	i	i	-10	i	28*	i	i	i	i
O=C(COc1ccc(Br)cc1Cl)NCCCN1CCOCC1	i	i	i	i	-8	i	i	i	i	i	i
COc1cc(C2NC(=O)NC(O)(C(F)(F)F)C2C(=O)c2ccc(Cl)cc2)ccc1O (centres undefined)	i	·	·	·	·	·	i	i	i	·	i
O=C(COc1ccc(Cl)cc1Cl)NCCCNC(=O)c1cnccn1	i	i	i	i	-4	i	i	i	i	i	i
